Screening results (PubChem)
DAX1 inh-1 = inhibitors of human orphan nuclear receptor DAX1 (NR0B1). P51843. HEK293 Gal4-DAX1 luciferase reporter, luminescence. inhibition, % at 6.75 µM. 340,000 tested, 0.99% active. AID 504766;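 active means inhibition above the mean over all tested compounds plus 3 SD, cut at about 4.2% in these data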;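 further: 0% = DAX1-transfected cells with DMSO and 100% = empty-vector control cells with DMSO; inhibition shows as a rise in luminescence from relieved DAX1 repression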
DAX1 inh-2 = inhibitors of DAX1 repression of SF-1 activated StAR promoter; HEK293T StAR-luciferase reporter, SF-1/DAX-1 repression relief; inhibition, % at 6.8 µM; 370,000 tested, 1.1% active; AID 652010;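 active means inhibition above the mean over all tested compounds plus 3 SD, cut at about 3.6% in these data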;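 further: 0% = DAX-1 cells with DMSO and 100% = cells lacking DAX-1 with DMSO; higher inhibition means more luminescence from relief of DAX-1 repression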
PG9 Ab binder = PG9 antibody binding by small molecule; inhibition, % at 6.7 µM; 360,000 tested, 0.43% active; AID 624416; TR-FRET gp120-PG9 antibody binding; in the data active means inhibition above about 8.5%
PLC-beta3 inh = inhibitors of human phospholipase C beta3; Q01970; Purified PLC-beta3, fluorogenic substrate, fluorescence; AID 720704; inhibition, % at 12.2 µM; 370,000 tested, 0.18% active; in the data active means inhibition above about 11%;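 further: 0% = median of compound wells on plate and 100% = full blocker control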
Target sequence (Q01970 whole entry, looked up): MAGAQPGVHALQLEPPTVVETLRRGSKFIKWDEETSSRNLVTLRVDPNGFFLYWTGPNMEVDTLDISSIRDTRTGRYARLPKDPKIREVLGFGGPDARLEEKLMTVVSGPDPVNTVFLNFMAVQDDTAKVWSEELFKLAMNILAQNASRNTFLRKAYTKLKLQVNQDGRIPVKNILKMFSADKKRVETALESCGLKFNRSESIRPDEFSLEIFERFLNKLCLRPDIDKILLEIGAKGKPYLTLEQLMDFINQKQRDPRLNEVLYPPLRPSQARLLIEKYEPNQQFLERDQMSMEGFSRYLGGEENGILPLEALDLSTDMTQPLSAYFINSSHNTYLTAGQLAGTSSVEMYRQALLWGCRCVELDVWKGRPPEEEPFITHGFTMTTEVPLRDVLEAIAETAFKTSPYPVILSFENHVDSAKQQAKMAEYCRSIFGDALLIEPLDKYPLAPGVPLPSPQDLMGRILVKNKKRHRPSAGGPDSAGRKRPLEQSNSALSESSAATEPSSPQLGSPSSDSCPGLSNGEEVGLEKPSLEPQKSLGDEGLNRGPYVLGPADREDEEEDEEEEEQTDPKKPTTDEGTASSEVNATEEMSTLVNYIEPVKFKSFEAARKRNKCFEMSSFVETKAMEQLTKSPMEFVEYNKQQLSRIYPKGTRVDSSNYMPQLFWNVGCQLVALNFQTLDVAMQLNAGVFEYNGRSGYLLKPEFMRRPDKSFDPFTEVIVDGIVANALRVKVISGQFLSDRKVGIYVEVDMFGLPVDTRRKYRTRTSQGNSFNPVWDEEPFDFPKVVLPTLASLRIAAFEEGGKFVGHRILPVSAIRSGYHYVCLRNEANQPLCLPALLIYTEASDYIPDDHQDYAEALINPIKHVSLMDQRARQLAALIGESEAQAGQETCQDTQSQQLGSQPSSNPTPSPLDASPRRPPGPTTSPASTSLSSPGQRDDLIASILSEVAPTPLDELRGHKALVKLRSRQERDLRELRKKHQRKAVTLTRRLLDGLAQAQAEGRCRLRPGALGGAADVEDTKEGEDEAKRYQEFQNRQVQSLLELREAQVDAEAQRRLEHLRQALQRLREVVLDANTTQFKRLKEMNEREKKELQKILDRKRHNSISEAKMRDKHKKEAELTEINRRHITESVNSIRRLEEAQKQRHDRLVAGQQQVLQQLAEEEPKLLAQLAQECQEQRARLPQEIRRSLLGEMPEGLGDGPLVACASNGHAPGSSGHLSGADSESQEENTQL
SMARCA2 act = SMARCA2 function activation, primary screen | 370,000 tested, 1% active | activation, % at 9.1 µM | AID 652017 | MG213 cells, MMTV-luciferase reporter, dexamethasone, overnight; in the data active means activation above about 7.8%;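 further: 0% = vehicle wells and 100% = reference activator wells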
ssDAF12 agonist = activators of S. stercoralis DAF-12 nuclear receptor; AID 652126; HEK293 ssDAF-12/GRIP1 lit1-tk-luc reporter, luminescence; % of 3 µM dafachronic acid response; activation, % at 6.8 µM; 370,000 tested, 1% active;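 active means activation above the mean over all tested compounds plus 3 SD, cut at about 0.9% in these data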;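 further: 0% = DMSO-only wells and 100% = 3 µM delta7-dafachronic acid wells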
HGIII-sPLA2 inh = Inhibits HGIII-sPLA2 liposome hydrolysis, primary screen. QFRET BODIPY PC-A2 liposome hydrolysis, fluorescence. inhibition, % at 12.2 µM. 370,000 tested, 0.56% active. AID 743126;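 active means inhibition above mean plus 3 SD of compounds lying within the high and low control bounds, cut at about 19% in these data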;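 further: 0% = median of test compound wells and 100% = no enzyme DMSO wells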
hgDAF12 agonist = agonists of H. glycines DAF-12 nuclear receptor; HEK293 GAL4-hgDAF12 UAS-luciferase reporter, agonist luminescence; normalized to butyrate control; AID 687014; 370,000 tested, 1.8% active; activation, % at 6.8 µM;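 active means activation above a cutoff set at the mean of all screened compounds plus 3 SD, cut at about 10% in these data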;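 further: 0% = DMSO wells and 100% = sodium butyrate wells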
hcDAF12 agonist = activators of H. contortus DAF-12 nuclear receptor; HEK293 hcDAF-12 lit1-tk-luc reporter, luminescence; 0% DMSO, 100% Δ7-dafachronic acid; activation, % at 6.8 µM; 370,000 tested, 1.4% active; AID 652067;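 active means activation above the mean of all tested compounds plus 3 SD, cut at about 5.5% in these data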;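 further: 100% = response to 3 µM Δ7-dafachronic acid high control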
FXN GAA850 act = increases GAA850 frataxin promoter reporter activity; HEK293 lucGAA850 FXN promoter luciferase reporter, 24 h; percent of 10 µM SAHA response; activation, % at 6 µM; 360,000 tested, 0.56% active; AID 540364;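 active means activation above the average of all compounds screened plus 3 SD, cutoff fixed separately per campaign, cut at about 7.5% in these data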;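 further: 0% = DMSO wells and 100% = 10 µM SAHA wells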
NR1D1 modulator = modulators of human Rev-erb alpha DNA binding | activity, % at 10 µM | 370,000 tested, 0.79% active | P20393 | Rev-erbα–FITC-DNA binding, fluorescence polarization, 90 min;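 active means activity above about 14%, limit read from the data; passing the limit was not always enough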;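 further: 0% = DMSO wells with 35 nM protein and 100% = DMSO wells with 750 nM protein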
Active calls of the source: *; . = not tested or not shown. An unsorted share of the library; overall some 7% were active at least once.

Structure | PLC-beta3 inh | hcDAF12 agonist | FXN GAA850 act | hgDAF12 agonist | NR1D1 modulator | DAX1 inh-2 | SMARCA2 act | ssDAF12 agonist | DAX1 inh-1 | HGIII-sPLA2 inh | PG9 Ab binder
CCOc1ccc(C(=O)NCC(=O)NCC2CCCCC2)cc1OCC | -1 | -0.8 | -0.7 | -1.9 | 8 | -0.4 | -4 | -1.2 | 0.2 | -3 | 0.1
C[C@H](CO)N1C[C@H](C)[C@@H](CN(C)Cc2ccc(-c3ccccc3)cc2)Oc2c(NC(=O)c3ccncc3)cccc2C1=O | -2 | -2.2 | 1.0 | -2.6 | 2 | -0.9 | -1 | -1.7 | 0.1 | -20 | 1.2
CC(=O)N(Cc1nc2sc(C)c(C)c2c(=O)[nH]1)C1CCCC1 | -3 | -1.4 | -2.1 | -2.7 | 0 | -0.3 | 0 | -0.8 | 0.2 | -3 | -1.1
O=C(N/N=C/c1ccco1)c1cccc(N2Cc3ccccc3C2)c1 | -7 | -0.4 | 0.5 | 2.1 | -23 | 0.0 | 0 | -1.2 | 0.5 | -3 | -0.1
COc1cc(OC)cc(C(=O)NNC(=S)Nc2ccc(S(N)(=O)=O)cc2)c1 | -2 | -1.7 | -3.0 | 1.1 | 1 | -1.4 | 3 | -1.1 | 0.5 | 7 | -3.1
Cc1cc(C)cc(NC(=O)CSc2nc3c(oc4ccccc43)c(=O)n2-c2ccccc2)c1 | 4 | -0.7 | -0.4 | 0.7 | 4 | -0.5 | 3 | -1.2 | 0.8 | 1 | -0.7
O=C(CCc1nnc2ccc(N3CCC4(CC3)OCCO4)nn12)Nc1cc(F)ccc1F | -5 | -0.2 | 0.9 | 3.1 | 1 | 0.5 | -2 | -1.5 | 0.3 | 5 | -2.8
Cc1ccccc1NC(=O)Cc1nnc(N)s1 | -10 | 0.2 | -0.7 | -0.6 | 6 | 0.5 | -3 | -0.3 | 0.7 | -2 | 1.9
CCOc1ccc(Cn2c(=O)sc3ccccc32)cc1OC | -5 | -0.5 | 2.3 | 0.0 | 2 | -1.0 | -2 | -1.9 | 1.3 | -6 | -1.6
N#CC(c1ccncc1)(c1ncc(C(F)(F)F)cc1Cl)N1CCOCC1 (stereo unspecified) | -1 | 0.0 | 1.4 | -1.9 | -4 | -1.4 | 0 | -1.2 | -1.0 | 11 | -0.7
Cc1nonc1NC(=O)CSc1nc2ccccc2cc1C#N | -77 | -1.3 | 1.6 | 2.4 | 40* | 0.5 | 6 | -1.6 | 2.1 | 8 | -5.0
O=C(COC(=O)C12CC3CC(CC(C3)C1)C2)NCCc1ccccc1 | 0 | -1.2 | 0.2 | 1.6 | 0 | -0.3 | 1 | -0.6 | -0.1 | -5 | 0.7
COc1ccc(OC)c(NC(=O)CNC(=O)c2ccc([N+](=O)[O-])cc2)c1 | -1 | -0.6 | 0.5 | 1.9 | -7 | 0.2 | -3 | -1.8 | -1.2 | 2 | 0.6
Cn1cc(Br)c(C(=O)n2cc(Br)cn2)n1 | 4 | -0.4 | 0.1 | 2.1 | -2 | 1.1 | 0 | -0.8 | 0.1 | 4 | -0.1
Cc1cccc2cc(/C=N/NC(=O)CN3CCOCC3)c(Cl)nc12 | -3 | 0.2 | -0.3 | -0.1 | 0 | 0.2 | 0 | -0.8 | 2.0 | 4 | 0.9
C=C1CC2C(CCC3(C)C2CCC3(O)C(C)=O)C2(C)CCC(=O)C=C12 (stereo unspecified) | -9 | -1.1 | 2.5 | -5.2 | -3 | -0.5 | -2 | -1.6 | -3.2 | 12 | -1.5
CCn1c(=O)c2c(nc3n2CCCN3CCc2ccc(OC)c(OC)c2)n(C)c1=O | -3 | -1.8 | 2.2 | -0.4 | -6 | -0.1 | -1 | -1.4 | -0.3 | 6 | 1.1
COC(=O)Nc1nc(-c2ccccc2)c(C(=O)c2ccccc2)s1 | -4 | -0.3 | 1.1 | -3.4 | 19 | 0.5 | -1 | -0.7 | -0.1 | -3 | 20*
COc1cccc(/C=C2\Oc3cc(OCC(=O)N4CCCCC4)ccc3C2=O)c1OC | -452 | -1.0 | -0.8 | -2.3 | 0 | -3.4 | -2 | -1.7 | 0.9 | 1 | -0.6
Cc1nn(-c2ccccc2)c(NC(=O)c2cccs2)c(-c2ccccc2)c1=O | 2 | 2.3 | -0.1 | 3.8 | 3 | 0.4 | 0 | -1.1 | 1.1 | 4 | -1.4
CCOC(=O)C(=O)N/N=C/c1ccc(F)cc1 | -5 | 1.3 | -0.7 | 0.5 | -3 | 0.1 | -2 | -0.8 | -0.3 | -1 | -0.9
O=C1OCC2=C1C(c1ccccc1)CC(=O)N2c1ccccc1 (stereo unspecified) | 3 | -1.4 | 1.8 | -3.1 | -4 | -0.1 | -2 | -0.8 | 0.1 | 5 | -0.4
COc1cccc(C(=O)OCC(=O)c2[nH]c(C)c(C(C)=O)c2C)c1 | -4 | 0.2 | 2.1 | -2.8 | -4 | -0.8 | -4 | -1.4 | 0.6 | 9 | -0.9
O=C(Nc1ccc(S(=O)(=O)Nc2cnc3ccccc3n2)cc1)c1cccc(OC(F)F)c1 | -30 | -2.3 | 0.8 | -3.6 | -8 | 0.4 | -3 | -1.2 | 3.7 | -26 | 0.9
CCOc1cccc(C(=O)Nc2nnc(-c3ccco3)s2)c1 | -76 | 4.6 | -0.4 | 11* | 4 | 5.0* | 7 | 0.7 | -1.4 | 0 | 2.1
CCOc1ccc(CCNC(=O)CCC(=O)N2CCOc3ccc(C)cc32)cc1OCC | 3 | -1.1 | 0.9 | -3.3 | -1 | -1.0 | -1 | -1.3 | -0.9 | 3 | 1.2
O=C(C[C@H]1C/C=C\CCC(=O)O[C@@H](c2ccccc2)CNC1=O)NCCO | 3 | -0.9 | 1.4 | -1.1 | -2 | -0.6 | 1 | -1.2 | 0.8 | 1 | -0.2
NC(=O)C1CCN(C2CC(=O)NC2=O)CC1 (stereo unspecified) | 2 | 1.1 | -2.1 | -2.2 | -3 | 0.5 | -4 | 0.3 | 1.6 | 10 | -0.6
CN1CCN(S(=O)(=O)c2cccc(C(=O)Nc3cccc(S(N)(=O)=O)c3)c2)CC1 | -3 | 2.8 | 0.9 | 0.6 | -5 | 0.1 | -1 | -0.3 | 0.4 | -2 | -0.4
COc1cc(S(=O)(=O)NC(C)C)ccc1Cl | -2 | -1.9 | 0.6 | -3.9 | -4 | -0.4 | -1 | -1.0 | 1.9 | 3 | 0.6
O=C(COCC(=O)NCc1ccccc1)NCc1ccccc1 | 0 | 0.1 | -0.6 | 1.7 | -2 | 0.1 | 1 | -1.5 | -0.1 | 4 | 0.1
COc1ccc(CNC(=O)c2ccc(NC(=O)CC3SC(N4CCCCC4)=NC3=O)cc2)cc1 (stereo unspecified) | -2 | -1.7 | -0.1 | -1.7 | -1 | -0.9 | 1 | -1.1 | 0.3 | -20 | -2.0
CCOc1ncccc1C(=O)Nc1ccc(S(=O)(=O)Nc2nccs2)cc1 | -8 | -1.1 | 4.6 | -1.2 | 1 | 0.3 | 4 | -1.7 | 1.6 | -18 | -0.9
Cc1ccnc(NC(=O)C2CCC(CNc3c(N4CCCC4)c(=O)c3=O)CC2)c1 (stereo unspecified) | -4 | -4.0 | -1.7 | 1.1 | 4 | -0.7 | -5 | -1.9 | -0.1 | 8 | 0.0
O=C(CSc1nnc(SCc2cccc3ccccc23)s1)Nc1ccc(S(=O)(=O)Nc2nccs2)cc1 | 0 | -1.5 | . | 2.6 | -2 | 2.3 | -6 | -1.1 | . | -10 | .
COc1ccccc1/C=C/C=N/NC(=O)c1ccccn1 | -131 | 1.1 | 5.0 | 13* | 3 | 4.1* | 4 | 0.2 | 3.8 | 20* | -0.8
Cn1cnc(Sc2ncnc3nc[nH]c23)c1[N+](=O)[O-] | -3 | 0.6 | 2.9 | -0.2 | -3 | -0.4 | -3 | -1.1 | 0.1 | 1 | -1.5
CCOc1ncccc1C(=O)OCC(=O)c1cc(C)n(Cc2ccco2)c1C | 3 | 3.2 | 4.8 | 5.1 | 4 | 1.7 | 2 | 0.0 | 0.3 | -13 | -1.1
Cc1ccc(S(=O)(=O)NCCCNC(=O)N2CCOCC2)cc1 | 0 | -0.4 | -2.1 | 0.2 | -3 | 0.3 | -1 | -1.0 | -0.2 | 2 | 0.2
CCn1c(SCc2cccc(C)c2)nnc1-c1ccccc1 | 3 | -2.8 | 1.6 | 3.4 | 0 | -1.2 | -1 | -1.8 | 0.5 | -3 | -0.1
O=c1ccc2ccc(Oc3ccc([N+](=O)[O-])cc3Cl)cc2o1 | -15 | -2.0 | 1.3 | -2.7 | -2 | -0.9 | 4 | -0.3 | -0.6 | 3 | -0.5
O=C(COC(=O)Cn1cnc2ccccc21)Nc1cccc2c1C(=O)c1ccccc1C2=O | -51 | -2.1 | 3.6 | -0.1 | -19 | 0.4 | 0 | -1.3 | -1.4 | -6 | -1.2
NC(=S)N/N=C1\CCOc2ccc(F)cc21 | 0 | 0.8 | -1.3 | 2.1 | -5 | -0.5 | -1 | -1.0 | -0.1 | 11 | 0.0
CN(C)/C=C(\C=O)c1ccc(Cl)cc1Cl | 0 | 0.2 | 3.2 | -3.2 | -1 | 0.1 | 2 | -1.1 | -1.1 | 0 | -3.7
N#Cc1c(-c2ccc3c(c2)OCO3)ccn2nc(-c3cccc(C(F)(F)F)c3)nc12 | -19 | 0.3 | 1.1 | 1.3 | 12 | 1.2 | 3 | -1.0 | 0.1 | -1 | -0.7
Cc1nn(-c2ccccc2)nc1C(N)=O | -10 | 0.3 | 0.1 | 1.9 | 0 | -0.1 | -2 | -1.0 | 2.1 | 8 | 1.3
CCc1nnc(NC(=O)CSc2ncnc3c2oc2ccccc23)s1 | 4 | -0.6 | 1.7 | -1.8 | 98* | -0.1 | 1 | -0.6 | 0.5 | 5 | -2.7
CCOC(=O)CNC(=O)c1cc(-c2ccccn2)nc2c(C)c(Cl)ccc12 | -3 | 0.4 | 1.4 | 0.3 | 19* | 0.1 | 1 | -0.7 | -0.1 | 0 | 3.5
Cc1ccc(S(=O)(=O)N(C)C)cc1NC(=O)C(C)OC(=O)c1ccc2ccccc2n1 (stereo unspecified) | -7 | 0.6 | 0.7 | 0.6 | -1 | -0.2 | 4 | -1.0 | 0.4 | 8 | 0.6
CCOc1ccccc1-n1c(C)nc2cc(C(=O)O)ccc21 | -4 | -0.5 | 1.1 | 2.7 | -1 | -0.2 | 0 | -1.1 | -0.8 | 6 | 0.4

Retrieved by compound from above:
Structure | PLC-beta3 inh | hcDAF12 agonist | FXN GAA850 act | hgDAF12 agonist | NR1D1 modulator | DAX1 inh-2 | SMARCA2 act | ssDAF12 agonist | DAX1 inh-1 | HGIII-sPLA2 inh | PG9 Ab binder
CCn1c(=O)c2c(nc3n2CCCN3CCc2ccc(OC)c(OC)c2)n(C)c1=O | -3 | -1.8 | 2.2 | -0.4 | -6 | -0.1 | -1 | -1.4 | -0.3 | 6 | 1.1
COC(=O)Nc1nc(-c2ccccc2)c(C(=O)c2ccccc2)s1 | -4 | -0.3 | 1.1 | -3.4 | 19 | 0.5 | -1 | -0.7 | -0.1 | -3 | 20*
